Screens: PubChem BioAssay, National Center for Advancing Translational Sciences (NCATS)
AmpC det inh: Promiscuous and Specific Inhibitors of AmpC Beta-Lactamase (assay with detergent). P00811. purified AmpC, nitrocefin hydrolysis with detergent. Potency, µM (highest dose often 28.7 µM), without a hit: at the top dose activity change, negative = inhibition. hit rate 0.09% among 71,000. AID 584, 2007; active means well fitted curve in the direction sought with a large enough effect
Target sequence (P00811 whole entry, looked up): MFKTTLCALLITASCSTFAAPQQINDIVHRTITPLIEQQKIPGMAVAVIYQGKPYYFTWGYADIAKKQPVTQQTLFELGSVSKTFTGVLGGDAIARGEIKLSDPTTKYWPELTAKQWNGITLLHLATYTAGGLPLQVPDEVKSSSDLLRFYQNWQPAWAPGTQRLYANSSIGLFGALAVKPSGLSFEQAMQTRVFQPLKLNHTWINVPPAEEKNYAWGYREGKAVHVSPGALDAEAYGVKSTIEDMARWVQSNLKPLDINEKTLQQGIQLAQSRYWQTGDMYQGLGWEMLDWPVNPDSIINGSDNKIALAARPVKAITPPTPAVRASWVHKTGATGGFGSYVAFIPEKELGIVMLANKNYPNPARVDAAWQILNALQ
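E. coli AmpC (5.3 nM) in 20 mM phosphate pH 7.0 with 0.01% Triton X-100, preincubated 15 min RT with compound; nitrocefin (2 uL of 800 uM stock) hydrolysis followed by 480 nm absorbance every 20 s over 4 min.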
* = called active by the depositor; & = joins results of further samples; [ ] = dose if it differs, or a comment. On the % scale 0 is the no-effect control and ±100 the full control effect; potency means the concentration at half of the fitted maximal effect. Only part of the results is shown, so the mix of outcomes need not match the whole.

Molecule	AmpC det inh
CCOc1cc(S(=O)(=O)N2CCCCC2)ccc1Cl	10%
Cc1ccc(S(=O)(=O)C(F)(F)F)cc1NC(=O)c1cccnc1	-4%
O=C(Cc1cc(=O)[nH]c(=O)[nH]1)N1CCN(C(=O)c2ccco2)CC1	10%
COc1ccc(Oc2c(C)oc3c(CN(C)C)c(O)ccc3c2=O)cc1	1%
CCc1ccc2c(c1)C(NC(C)=O)C(=O)N2CC (configuration not stated)	6%
CCS(=O)(=O)n1nc(-c2ccco2)nc1SC	-2%
O=C(NCC1CCCO1)C1c2ccccc2C(=O)N1C1CCCCCCC1 (configuration not stated)	10%
N#C/C(=C\c1ccc(O)c(O)c1)C(=O)NCCc1ccccc1	1%
C=CC(N)=O	8%&10%
COC(=O)c1ccc(C)c(NC(=O)c2nn(C)c(=O)c3ccccc23)c1	9%
Clc1ccc2c(NC3CCC(N4CCCCC4)CC3)ccnc2c1 (configuration not stated)	1%[5.75 µM]
N#Cc1ccsc1NC(=O)c1cnccn1	-2%
O=C1OC(c2ccccc2)=C/C1=C\N1CCOCC1	-1%
CO[C@H]1[C@H](O[C@H]2O[C@@H](C)[C@@H](O[C@@H]3C[C@](C)(O)[C@H](O)[C@H](C)O3)[C@@H](N(C)C)[C@@H]2O)[C@@H](CC=O)C[C@@H](C)[C@@H](O[C@H]2CC[C@H](N(C)C)[C@H](C)O2)/C=C\C=C/C[C@@H](C)OC(=O)C[C@H]1O	-1%[12.8 µM]
N#CCCn1c(=O)c(-c2cc(F)cc(F)c2)nc2cnc(Oc3ccccc3)nc21	-1%

Molecule	AmpC det inh
C=CCn1c(SCC(=O)Nc2nccs2)nnc1-c1cc2cccc(OC)c2o1	-8%
c1ccc(OCCCn2nnc(-c3cccnc3)n2)cc1	-1%
NCCC[C@@H](CC(=O)N[C@@H]1CCNC[C@H]1C(=O)N[C@H](CC(=O)N[C@@H](CCC(=O)O)CC(=O)O)Cc1ccccc1)NC(=O)C[C@H](Cc1c[nH]c2ccccc12)NC(=O)[C@@H]1CNCC[C@H]1N	-6%
CC(=O)C1=C(O)C(=O)N(CCN2CCOCC2)C1c1ccccc1 (configuration not stated)	10%
COc1ccc(C(C)=O)cc1CN1C(=O)C(C)N(c2ccc(C)cc2)C1=O (configuration not stated)	2%
c1coc(Cn2c(SCc3nc4ccccc4[nH]3)nnc2-c2cccs2)c1	-4%
CC1CCN(CC(C)OC(=O)c2ccc3c(c2)OCCO3)CC1 (configuration not stated)	27%
Clc1ccc(Cn2ncc3c(N4CCCC4)ncnc32)cc1	1%
O=C(NCCN1CCOCC1)c1cccc(S(=O)(=O)N2CCCCCC2)c1	-6%
Cc1nc2ccccc2n1CC(=O)OCC(=O)Nc1ccc2c(c1)OCCO2	27%
CC(C)(C)C(=O)CNS(=O)(=O)c1ccc(S(=O)(=O)NC2CCCC2)cc1	-3%
COc1cccc(C2CC(c3ccccc3)n3ncnc3N2)c1 (configuration not stated)	13%
CCOCCCNC(=O)C1CCCN1C(=O)NC1CCCCC1 (configuration not stated)	-1%
O=C(Cn1cc(C(=O)c2cccs2)c2ccccc21)NCc1cccs1	-5%
O=S(=O)(NCCc1ccc2c(c1)OCCO2)c1cccs1	-1%

Molecule	AmpC det inh
CC1CCN(C(=O)Cn2c(=O)n(Cc3ccc4c(c3)OCO4)c(=O)c3ccccc32)CC1	11%
CCCCCCn1ccc(=N)cc1	-4%
COc1cccc(NS(=O)(=O)c2cn(C)c(=O)n(C)c2=O)c1	11%
Cc1ccc(OCCCn2c(CO)nc3ccccc32)cc1	-4%
CC(C)(O/N=C(\C(=O)N[C@@H]1C(=O)N2C(C(=O)[O-])=C(C[n+]3ccccc3)CS[C@@H]12)c1csc(N)n1)C(=O)O	4µM*
CC(C)C(=O)N(Cc1ccc2c(c1)OCO2)Cc1ccccn1	-2%
CCCCC(CC)CNC(=O)c1cccs1 (configuration not stated)	0%
O=C1CC(N2CCN(c3ccccc3)CC2)C(=O)N1CCc1ccccc1 (configuration not stated)	6%
Cn1c(NC(=O)c2cccs2)c(-c2cccs2)c(=O)c2ccccc21	-3%
CCOC(=O)c1c(C)[nH]c(C(=O)Cn2nnc(-c3ccccc3)n2)c1C	0%
CCNC(=O)/N=C1/NC(=O)C(C(C)C)O1 (configuration not stated)	12%
Cc1noc(C)c1C(=O)N1CCC[C@@]2(CCN(c3cccc(-c4ccccc4)c3)C2)C1	2%
Cc1ccc2c(c1)N[C@H](c1ccc(C(=O)O)cc1)c1cccn1-2	-1%[5.75 µM]
O=C(O)c1cccc(NC(=O)C2CC(=O)N(Cc3ccccc3)C2)c1 (configuration not stated)	-3%
OCCN(Cc1ccccc1)Cc1cccc(F)c1	-1%

Molecule	AmpC det inh
Cc1ccc2[nH]c(=O)c(-c3nc4cc(C)ccn4c3NCc3ccco3)cc2c1	8%
CCN(CC(=O)Nc1cccc(OC)c1)C(=O)C1CCN(C(=O)Nc2ccccc2)CC1	-5%
CC(C)COc1ccc(-c2nnc(-c3ccco3)o2)cc1	-4%
CC1CC(=O)Nc2ccccc2S1(=O)=O (configuration not stated)	6%
COc1ccc(NC(=O)c2nnn(Cc3cccc(F)c3)c2N)c(OC)c1	11%
O=C(CCCCCN1C(=O)c2ccccc2C1=O)NC1CCCC1	-3%
COc1ccc(C2C(C(=O)c3sc(C)nc3C)=C(O)C(=O)N2CCN(C)C)cc1OC (configuration not stated)	1%
CCn1c(SCC(=O)c2c[nH]c3ccccc23)nnc1-c1cccs1	-2%
O=C(Nc1cc(C(F)(F)F)ccc1Cl)C1CCN(c2nnc(-n3cccc3)s2)CC1	13%
CCCC(=O)NC(C)c1nc2ccccc2n1C (configuration not stated)	11%
CN(C)c1ccc(CN(C(=O)C2COc3ccccc3O2)C2CCS(=O)(=O)C2)cc1 (configuration not stated)	-1%
COCCN(CCOC)Cc1cc(=O)oc2cc3c(cc12)CCC3	-9%
CCOc1ccccc1C1C(C(=O)Nc2ccc(OC)cc2)=C(C)Nc2nc(CCCO)nn21 (configuration not stated)	10%
COc1ccc(Cl)cc1C(=O)N(Cc1nc(-c2cccc(C)c2)no1)C(C)C	11%
COCCN1CC(=O)N(c2cccc(C)c2C)C(c2ccc(Cl)cc2)C1=O (configuration not stated)	-4%

Molecule	AmpC det inh
COc1ccccc1NC(=O)C1=C(C)Nc2nnnn2C1c1ccccc1OC (configuration not stated)	-2%
CCOc1ccc(OCC)c(NC(=O)C2CCN(S(=O)(=O)c3cccc4nonc34)CC2)c1	6%
Cc1cc(C(F)(F)F)nn1CC(=O)N1CCCCC1C (configuration not stated)	8%
Cc1nc2nc(Cc3ccccc3)nn2c(C)c1Cl	-1%
O=C(C1CCCN(c2ncccn2)C1)N1CCc2ccccc21 (configuration not stated)	-2%
COc1ccc(CC(=O)N2CCN=C2SC)cc1	6%
CCOc1ccc2[nH]c3c(N4CCN(c5ccccn5)CC4)ncnc3c2c1	-6%
CCOC(=O)c1ccc(NC(=O)CSc2nnc(CNc3ccc(OC)cc3)n2C)cc1	11%
CCCS(=O)(=O)N1CCCC(C(=O)NCC2CCCO2)C1 (configuration not stated)	1%
CCc1cc(C(=O)NCCN(C)C)cs1	-2%
CCCCCCC(=O)Nc1c(O)c2ccccc2[nH]c1=O	-1%
O=C(Nc1cccc(F)c1)c1cccnc1N1CCOCC1	-3%
COc1cc(NC(=O)c2cccs2)cc(OC)c1	-2%
N=C(N)SC(c1ccccc1)c1ccccc1	-2%[5.75 µM]
COC(=O)CSc1nnc(-c2ccco2)o1	-1%

Molecule	AmpC det inh
Cc1ccc(NC(=O)NCCN2C(=O)C3C4C=CC(C4)C3C2=O)cc1 (configuration not stated)	10%
CN(C)c1nc(N)nc(N(c2ccccc2)c2ccccc2)n1	15%
Cc1ccccc1N1CC(c2nc3ccccc3[nH]2)CC1=O (configuration not stated)	0%
O=C(O)C1CCN(Cc2cnn(-c3ccccc3)c2-n2cccc2)CC1	11%
CCN(Cc1ccccc1)C(c1cc2cc(C)ccc2[nH]c1=O)c1nnnn1CCOC (configuration not stated)	-2%
Cn1cc(S(=O)(=O)Nc2ccc(Br)cc2F)c(=O)n(C)c1=O	-1%
CCOC(=O)CNc1nnc(SCC(=O)OCC)[nH]c1=O	2%
O=C(O)/C=C(\CC(=O)O)C(=O)O	0%[5.75 µM]
COc1cccc(Cn2c(=O)c(-c3ccc(F)cc3)nc3cnc(N(C)C)nc32)c1	-2%
C=CCn1nnnc1SCC(=O)Nc1cccc(OC)c1	-4%
Cc1ccccc1CN1CCN(CC(=O)NCc2ccccc2)C1=O	-1%
Cc1ccc(-c2nn[nH]n2)o1	3%
Cc1ccc(-c2nnc(N(C)C(=O)c3cccnc3)s2)cn1	-3%
CC(C)CN(CCNC(=O)CC1Oc2ccccc2NC1=O)CC(C)C (configuration not stated)	13%
COC(=O)[C@@]1(Cc2ccc(OC)cc2)[C@H]2c3cc(C(=O)N(C)C)n(Cc4ccc(Cl)c(C(F)(F)F)c4)c3C[C@H]2CN1C(=O)c1ccccc1	2%

Pulled by compound from the entries so far:
Molecule	AmpC det inh
Cc1ccc(NC(=O)NCCN2C(=O)C3C4C=CC(C4)C3C2=O)cc1 (configuration not stated)	10%
CN(C)c1nc(N)nc(N(c2ccccc2)c2ccccc2)n1	15%
O=C(O)C1CCN(Cc2cnn(-c3ccccc3)c2-n2cccc2)CC1	11%
COC(=O)[C@@]1(Cc2ccc(OC)cc2)[C@H]2c3cc(C(=O)N(C)C)n(Cc4ccc(Cl)c(C(F)(F)F)c4)c3C[C@H]2CN1C(=O)c1ccccc1	2%
CCN(Cc1ccccc1)C(c1cc2cc(C)ccc2[nH]c1=O)c1nnnn1CCOC (configuration not stated)	-2%

(continued)
Molecule	AmpC det inh
COc1ccc(C2Nc3ccccc3C(=O)N2O)cc1OC (configuration not stated)	0%
O=C(C1CC1)N1CCN(c2nc3ccccc3s2)CC1	-3%
COCCCNS(=O)(=O)c1ccc2c3c(cccc13)C(=O)S2	7%
CCCOc1ccc(N2CC(C(=O)Nc3ccccc3OC)CC2=O)cc1 (configuration not stated)	14%
CC1=C(C(=O)N2CCOCC2)C(c2cc(C)cs2)NC(=O)N1 (configuration not stated)	4%
COC(=O)c1ccc(C(=O)OC)c(NS(=O)(=O)c2ccc(NC(C)=O)cc2)c1	0%
O=C1CC(c2ccccc2)Cc2nc(N3CCc4ccccc43)ncc21 (configuration not stated)	-1%
CN1CCCc2cc(C#N)c(=O)[nH]c21	-1%
O=C(Nc1ccc(Cl)cc1)C1CC2CCCC(C1)C2=O (configuration not stated)	-2%
COC(=O)c1cc2occc2n1CC(=O)Nc1ccc(OC)c(OC)c1	-4%
O=C(OCCCCN1C(=O)c2ccccc2C1=O)c1ccc(Br)o1	0%
CC(C)NC(=O)N1CC[C@@]2(CCCN(C(=O)c3ccncc3)C2)C1	-5%
C[C@]1(C(=O)NCc2cc(F)cc(C(F)(F)F)c2)C=C[C@@H](Cc2ccccc2)N1C(=O)c1ccccc1	6%
C=CCn1c(SCC(=O)Nc2cccc(C)c2)nnc1-c1cnccn1	14%
CCOC(=O)COc1ccc2c(c1)C(=O)CC1(CCN(C(C)=O)CC1)O2	0%

Molecule	AmpC det inh
CC(=O)N1CCc2cc(S(=O)(=O)NCCC(=O)N3CCN(c4ccccn4)CC3)ccc21	-1%
CCCS(=O)(=O)N1CCC(C(=O)N2CCc3ccccc3C2)CC1	-3%
Nc1cnn([C@@H]2O[C@H](CO)[C@@H](O)[C@H]2O)c(=O)n1	-2%
Cc1oc(-c2cccc(Cl)c2)nc1CN1CCC(C(=O)NCCCN2CCCC2=O)CC1	14%
O=C(Nc1cccc(F)c1)C1CCN(c2nnnn2-c2ccccc2)CC1	22%
Cc1onc(-c2ccccc2Cl)c1C(=O)NCCN1Cc2ccccc2C1=O	-7%
Cc1ccc(C(=O)NCCCC(=O)O)o1	-4%
COc1cc(NC(=O)c2ccco2)c(OC)cc1NC(=O)Nc1ccc(Cl)cc1	-1%
O=C(c1ccccc1)c1ccccc1C(=O)N1CCCC1	-5%
CCOC(=O)C(NC(=O)Nc1ccccc1)(OCC)C(F)(F)F (configuration not stated)	-3%
COC(=O)CC1Nc2ccccc2SC1=O (configuration not stated)	-3%
CCN(CC)S(=O)(=O)c1ccc(C(=O)OC2CCCCC2CN(C)C)cc1 (configuration not stated)	-2%
Nc1ncc(-c2ccccc2)n1CC1CCCO1 (configuration not stated)	10%
O=c1c2cc(N3CCOCC3)ccc2[nH]c(=S)n1Cc1ccccn1	1%
COc1ccc(NC(=O)N2CCC3(CC2)CCN(C(=O)c2cnccn2)CC3)cc1	-8%

Shown with each value named: 3 of the compounds above
> COC(=O)CC1Nc2ccccc2SC1=O (configuration not stated)
  AmpC det inh = -3%

> CCN(CC)S(=O)(=O)c1ccc(C(=O)OC2CCCCC2CN(C)C)cc1 (configuration not stated)
  AmpC det inh = -2%

> Nc1ncc(-c2ccccc2)n1CC1CCCO1 (configuration not stated)
  AmpC det inh = 10%

Continuation.
Molecule	AmpC det inh
COC(=O)CSc1nc(C)cc(Oc2ccccc2)n1	13%
NC/C=C\C(=O)O	0%&-2%&-2%
Cc1ccccc1NC(=O)C1CCC(C)(C(=O)O)C1(C)C (configuration not stated)	6%
CC(=O)Nc1nonc1NC(=O)CSC1=NCCS1	-5%
CN1CCN(c2nc3c(c(=O)[nH]c(=O)n3C)n2CCOc2ccccc2)CC1	-2%
